High-throughput results from PubChem.
LEDGF integ inh = blocks HIV-1 LEDGF/p75-dependent DNA integration. TR-FRET IN-LEDGF/p75 DNA integration, Eu/Cy5. inhibition, % at 3.7 µM. 370,000 compounds, 0.64% hits;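 active = inhibition above the screen-wide mean plus 3 SD, cut at about 13% in these data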;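 also: signal is the Cy5 over europium emission ratio at 671 and 618 nm; 0% = plate median of compound wells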
ASAP1 GAP inh = ASAP1 ArfGAP inhibition; Q9ULH1; ASAP1-stimulated ARF1 GTP hydrolysis, GDP FP detection; inhibition, % at 16.5 µM; 360,000 compounds, 0.19% hits; in the data active = inhibition above about 25%;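 also: 0% = vehicle with enzyme and substrate and 100% = no enzyme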
ARFGAP1 inhibitor = inhibits rat ARF GTPase activating protein 1; Q62848; AID 651572; Arfgap1-stimulated ARF1 GTP hydrolysis, GDP FP detection; inhibition, % at 16.5 µM; 360,000 compounds, 0.26% hits;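 active = inhibition above a per-plate limit, mean inhibition of low control wells plus 3 SD, cut at about 25% in these data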;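 also: 0% = DMSO wells with enzyme and 100% = wells lacking Arfgap1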
Target sequence (Q62848 1-136 limits assumed): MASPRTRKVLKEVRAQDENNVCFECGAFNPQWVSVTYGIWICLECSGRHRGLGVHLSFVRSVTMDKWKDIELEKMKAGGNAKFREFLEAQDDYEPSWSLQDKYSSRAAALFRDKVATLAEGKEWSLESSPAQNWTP
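Material: rat Arfgap1 catalytic domain, aa 1-136; also added: human ARF1(Δ1-17)-GTP substrate; compound dosing: one concentration, 16.5 µM, DMSO 1.26%; incubation: GTP hydrolysis reaction 2 h at 25 °C; measured by: Tracer-displacement fluorescence polarization with EDTA stop, 620/688 nm; evaluation: % inhibition from polarization; repeats: one replicate per compound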
Tn6 DDE FP = disrupts Tn6 cyclic peptide binding to fibrin D-Dimer-E complex; P02675; Fibrin DD(E) TRITC-Tn6 fluorescence polarization displacement; inhibition, % at 8.3 µM; 370,000 compounds, 0.21% hits; AID 720509;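 active = inhibition above a per-campaign cutoff: mean of compounds within control limits plus 3 SD, cut at about 15% in these data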;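 also: 0% = median of all compound wells on the plate and 100% = blocking peptide control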
TDP2 inh = TDP2 (human) inhibition, absorbance primary screen. O95551. recombinant TDP2, T5PNP hydrolysis, p-nitrophenol absorbance 415 nm. inhibition, % at 12.8 µM. 370,000 compounds, 0.34% hits. AID 720702;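 active = inhibition above the mean of all tested compounds plus 3 SD, set per campaign, cut at about 25% in these data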;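 also: 0% = DMSO with enzyme and 100% = buffer with substrate but no TDP2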
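Material: recombinant human TDP2; quantity: TDP2 enzyme at 120 nM final; medium: Tris-HCl pH 7.5 with MgCl2; compound: single concentration, 12.8 µM nominal, with 1% DMSO; incubation: 2 h enzyme incubation at 37 °C; signal: epi absorbance; measure: percent inhibition; benchmarks: high control without enzyme, low control DMSO plus TDP2; repeats: singlicate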
proKLK7 act = proKLK7 (human) activation, primary screen. activation, % at 7 µM. purified proKLK7, EDANS-DABCYL substrate fluorescence; 100% is mature enzyme control, 0% vehicle. 370,000 compounds, 0.9% hits. P49862. AID 652039;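 active = activation above the mean of all tested compounds plus 3 SD, computed per campaign excluding outliers beyond control limits, cut at about 13% in these data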
Target sequence (P49862 whole entry, looked up): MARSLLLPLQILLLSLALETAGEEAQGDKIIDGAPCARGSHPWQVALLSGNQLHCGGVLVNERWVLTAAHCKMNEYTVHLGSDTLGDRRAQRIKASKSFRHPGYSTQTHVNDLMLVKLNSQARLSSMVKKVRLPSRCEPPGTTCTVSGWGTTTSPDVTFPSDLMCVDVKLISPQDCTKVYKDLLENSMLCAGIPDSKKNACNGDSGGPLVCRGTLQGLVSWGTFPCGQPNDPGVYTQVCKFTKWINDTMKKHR
ADAM10 inh = ADAM10 inhibition, QFRET primary screen; O14672; recombinant ADAM10, EDANS/DABCYL FRET peptide cleavage, 3 h; inhibition, % at 7 µM; 370,000 compounds, 0.62% hits;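 active = inhibition above a per-campaign cutoff equal to the mean of compounds falling between control-based bounds plus 3 SD, cut at about 20% in these data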;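 also: 0% = DMSO wells while the 100% control is not disclosed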
PLCg1 inh = inhibitors of human phospholipase C gamma1; P19174; purified PLC-gamma1, fluorogenic substrate, fluorescence; inhibition, % at 12.2 µM; 370,000 compounds, 0.84% hits; in the data active = inhibition above about 9.5%
ADAM17 inh = inhibitors of human ADAM17; P78536; recombinant ADAM17, EDANS/DABCYL FRET peptide cleavage; inhibition, % at 6.95 µM; 370,000 compounds, 0.83% hits; AID 720648;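 active = inhibition above the mean of compounds lying between control limits plus 3 SD, set per campaign, cut at about 8.5% in these data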;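 also: 0% = DMSO-only wells as the low control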
Target sequence (P78536 215-824 limits assumed): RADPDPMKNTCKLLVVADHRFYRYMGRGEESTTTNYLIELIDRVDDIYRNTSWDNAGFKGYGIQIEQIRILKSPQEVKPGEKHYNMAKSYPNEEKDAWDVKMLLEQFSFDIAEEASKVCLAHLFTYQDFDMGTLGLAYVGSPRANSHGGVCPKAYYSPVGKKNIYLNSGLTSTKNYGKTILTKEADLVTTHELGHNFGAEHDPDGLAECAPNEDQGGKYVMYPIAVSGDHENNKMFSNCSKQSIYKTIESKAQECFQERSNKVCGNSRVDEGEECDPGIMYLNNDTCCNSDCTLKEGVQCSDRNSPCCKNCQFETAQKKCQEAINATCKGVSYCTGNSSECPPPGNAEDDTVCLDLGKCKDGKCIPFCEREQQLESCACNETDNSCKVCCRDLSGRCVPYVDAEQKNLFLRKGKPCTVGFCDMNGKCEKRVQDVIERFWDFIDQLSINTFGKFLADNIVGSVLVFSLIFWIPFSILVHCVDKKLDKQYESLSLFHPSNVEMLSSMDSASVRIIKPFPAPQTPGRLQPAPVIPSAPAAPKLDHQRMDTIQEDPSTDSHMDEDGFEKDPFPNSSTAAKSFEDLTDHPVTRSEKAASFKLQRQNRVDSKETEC
Tn7 DDE FP = disrupts Tn7 cyclic peptide binding to fibrin D-Dimer-E complex. FP displacement of FITC-Tn7 peptide from fibrin DD(E); 0% = median of compound wells per plate. inhibition, % at 8.3 µM. 370,000 compounds, 0.13% hits. P02675;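 active = inhibition above the mean of compounds falling within the control limits plus 3 SD of them, cut at about 14% in these data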;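 also: 0% = plate median of compound wells and 100% = 10 µM Aha-Tn7 peptide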
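system = human fibrin DD(E) protein | quantity = DD(E) 2 µM final | medium = Tris/NaCl/CaCl2 buffer, pH 7.8 | also added = labelled Tn7 tracer, 0.1 µM | compound dosing = single point at 8.3 µM | timing = compound with protein 10 min, then 3 h after probe, room temperature | signal = FP measurement | benchmarks = Aha-Tn7 high control | repeats = one replicate per compound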
The depositor's hits bear a star.

SMILES	LEDGF integ inh	ASAP1 GAP inh	ARFGAP1 inhibitor	Tn6 DDE FP	TDP2 inh	proKLK7 act	ADAM10 inh	PLCg1 inh	ADAM17 inh	Tn7 DDE FP
CCCCN(C)CCCNC(=O)C1CC(=O)N(Cc2ccc(OC)cc2)C1 (stereo not drawn)	1	-10	-9	3	-3	0.1	-5	3	1	-4
CN(C)S(=O)(=O)c1cccc(NC(=O)COC(=O)/C=C/c2ccco2)c1	0	5	2	-5	3	0.2	2	-6	-1	-3
CCCn1c(SCC(=O)Nc2cccc(NC(C)=O)c2)nnc1C(C)C	-1	-4	10	6	-9	-0.7	5	4	2	-10
Cc1cc(SCC(=O)N/N=C/c2ccc(O)c(O)c2O)c(C)cc1Br	1	0	13	-8	-3	0.6	14	-6	2	5
CCCCCn1c(NC2CCCCC2)nc2c1c(=O)[nH]c(=O)n2C	-4	-4	-3	1	3	0.0	-12	1	-2	3
COc1ccc(Cc2nc(-c3ccc(Br)o3)no2)cc1OC	1	5	9	2	14	-0.2	-8	-3	-2	-6
NC(=S)N/N=C/c1cn(-c2ccccc2)nc1-c1cccnc1	0	-4	14	-4	-2	0.2	1	5	-2	0
O=C(c1cn(Cc2ccccc2)nc1-c1ccc(Cl)cc1)N1CCN(c2ccccn2)CC1	0	6	2	-4	-1	0.6	0	3	9.5*	1
COc1cc2c(cc1OC)C(c1ccccc1)N(C(=O)c1ccco1)CC2 (stereo not drawn)	-4	4	10	-1	-4	-0.6	-6	1	-1	12
COC(=O)C1=C(\O)CCCC/C=C\1C(=O)O	-1	-7	5	-5	15	0.0	-2	1	-2	1
Cn1c(CN2CCN(S(C)(=O)=O)CC2)nc2cc([N+](=O)[O-])ccc21	-3	-1	-2	3	-1	-1.0	-3	2	0	6
Cc1c(C(=O)N2CCN(c3ccccn3)CC2)sc2ncnc(N3CCN(c4ccccc4)CC3)c12	2	6	-5	0	-10	0.8	7	5	4	-4
O=C(COc1ccc([N+](=O)[O-])cc1Cl)NCCc1ccccc1	2	9	0	2	4	0.0	8	2	2	-5
COc1ccc(CNC(=O)CN2C(=O)c3ccc([N+](=O)[O-])cc3C2=O)cc1	2	-5	0	-2	5	0.0	-11	2	0	4
CC(C(=O)O)N1C(=O)CSc2ncccc21 (stereo not drawn)	-3	-6	-9	2	-1	-0.1	6	-2	-2	1
Clc1ccc2c(NCc3ccccn3)ncnc2c1	-1	-12	-1	0	5	-1.1	-10	-9	-6	-6
CCOC(=O)c1cn[nH]c1NC(=S)Nc1ccc(OC)cc1	-2	-1	0	-1	-2	-0.4	0	5	-3	3
COC(=O)c1ccc(CN2CCC(Oc3cccc(C(=O)N4CCOCC4)c3)CC2)cc1	1	2	3	5	6	0.1	-4	-2	-6	0
COC(=O)c1c(NC(NC(=O)C(C)(C)C)C(Cl)(Cl)Cl)sc2c1CCC2 (stereo not drawn)	-8	7	1	1	-12	-0.1	17	6	7	-10
COc1ccccc1N1CCN(C2CC(=O)N(c3cccc(Cl)c3)C2=O)CC1 (stereo not drawn)	2	-5	-3	7	13	-0.2	-5	1	-1	1
Cc1cc(C)c(NC(=O)c2ccc(S(=O)(=O)N(C)C)cc2)c(C)n1	2	2	-6	7	-3	0.0	-4	-2	-6	3
CCOc1ccc(NC(=O)c2cc(OC)nc3ccccc23)cc1	-2	1	5	6	-2	-0.5	4	0	-4	0
COc1ccc(CC(=O)NNC(=S)Nc2ccccc2)cc1Br	-3	10	-3	2	-14	0.0	15	-1	1	7
O=c1[nH]c(=O)n2ncnc2[nH]1	-1	-5	7	1	-7	0.8	-8	7	-3	1
COc1ccc(NS(=O)(=O)c2cc(NC(=O)C3CC3)ccc2N2CCCCC2)cc1	1	1	0	-7	2	0.2	16	2	7	-1
CCOC(=O)c1sc(NC(=O)CSc2nnc(Cc3ccccc3)o2)c(C(=O)OCC)c1C	1	-3	-4	12	-5	0.2	4	0	-2	-2
COCCNC(=S)N/N=C(\C)c1ccc(OC)cc1	-1	6	12	2	7	-0.6	3	1	-4	-1
O=C(Nc1ccc(-c2nnco2)cc1)c1ccccc1	-2	-2	17	4	7	0.3	3	-2	-3	5
CSCCC(C(=O)NCc1ccccc1)n1c(C2CCN(C(C)=O)CC2)nc2ccccc21 (stereo not drawn)	3	-2	1	-1	-1	0.3	-4	0	-2	-1
O=C(O)CNS(=O)(=O)c1ccc2c(c1)C(=O)c1cc(S(=O)(=O)NCC(=O)O)ccc1-2	11	9	-7	-9	-13	-0.3	5	2	-1	0
CC(=O)Nc1ccc(NC(=O)COC(=O)c2ccc(C)s2)cc1	1	4	0	-2	-4	-0.2	-1	11*	1	-1
C=CCNC(=S)NCC	1	-11	-4	-7	13	-0.2	8	2	-2	5
Fc1ccccc1NC(=S)N1CCCCC1	1	0	4	-1	2	0.1	-1	0	1	-4
COc1ccc(C(=N/O)/C(=N/O)c2ccc(OC)cc2)cc1	-2	-1	10	8	-1	-0.3	2	3	2	-1
COCC(C)NC(=O)c1ccc(-n2nc(C(F)(F)F)cc2-c2cccs2)cc1 (stereo not drawn)	-3	-5	-2	5	4	-0.5	-1	0	-2	5
Cc1cc(C(=O)Nn2cnc3ccccc3c2=O)ccc1[N+](=O)[O-]	3	-3	0	-1	7	-0.2	-3	-2	-2	-7

Structures listed so far that contain bromine, in the order listed:
SMILES	LEDGF integ inh	ASAP1 GAP inh	ARFGAP1 inhibitor	Tn6 DDE FP	TDP2 inh	proKLK7 act	ADAM10 inh	PLCg1 inh	ADAM17 inh	Tn7 DDE FP
Cc1cc(SCC(=O)N/N=C/c2ccc(O)c(O)c2O)c(C)cc1Br	1	0	13	-8	-3	0.6	14	-6	2	5
COc1ccc(Cc2nc(-c3ccc(Br)o3)no2)cc1OC	1	5	9	2	14	-0.2	-8	-3	-2	-6
COc1ccc(CC(=O)NNC(=S)Nc2ccccc2)cc1Br	-3	10	-3	2	-14	0.0	15	-1	1	7

Going on with the list:
SMILES	LEDGF integ inh	ASAP1 GAP inh	ARFGAP1 inhibitor	Tn6 DDE FP	TDP2 inh	proKLK7 act	ADAM10 inh	PLCg1 inh	ADAM17 inh	Tn7 DDE FP
COc1ccc(N(Cc2cc3cccc(C)c3[nH]c2=O)S(=O)(=O)c2ccc(OC)cc2)cc1	1	-2	4	3	-6	1.4	-112	-18	-38	1
Cc1cc(C)cc(NC(=S)NC2CC3CCCC(C2)N3C2CC2)c1 (stereo not drawn)	1	-6	1	0	2	0.0	5	-1	4	5
CC(C)(O)C(=O)N/N=C\c1ccc(OC/C=C/c2ccccc2)cc1	-9	4	10	-4	-15	0.3	-1	3	2	0
COc1ccc(NC(=O)Cn2nnc(C(=O)Nc3ccccc3C)c2N)cc1	-2	11	-4	13	-1	-0.4	3	0	1	1
O=S1(=O)N=C(N/N=C/C=C/c2ccccc2)c2ccccc21	-5	8	-4	-5	-7	0.4	10	1	7	7
O=C(CNC(=S)NC(=O)c1ccc(F)cc1)c1ccccc1	1	6	-5	8	7	0.2	2	-1	-2	0
COc1cccc(OCCSc2nnc3sc4ccccc4n23)c1	-1	8	4	0	-2	0.6	13	-1	0	2
Cc1c(C)c2cc(Cl)c(OCC(=O)NCCCn3ccnc3)cc2oc1=O	3	-6	5	-2	-19	0.1	-251	-26	-70	-1
CCCNC(=O)C1(C)CCCN(C(=O)c2ccccc2OC)C1 (stereo not drawn)	-1	-6	0	-7	5	-0.1	-7	-1	-2	-5
Cc1ccc(S(=O)(=O)Oc2cccc(/C=N/Nc3ccc(C(=O)O)cc3)c2)cc1	0	3	-11	-2	6	-0.6	-3	-47	-3	6
Cc1cc(=O)oc2cc(OCC(=O)Nc3cccnc3)ccc12	1	-1	1	0	5	0.9	-158	-10	-33	1
COc1ccc(NC(=O)N(C)C[C@@H]2OCc3cn(nn3)CCCC(=O)N([C@H](C)CO)C[C@H]2C)c(OC)c1	5	1	20	-6	-12	-0.2	4	4	-1	-5
Cc1cc(C)cc(NC(=O)CCCSc2nc3ccccc3[nH]2)c1	-1	-7	7	-7	-5	-0.5	17	3	5	2
CCN(CC)c1ccc2c(Nc3ccccc3)c(C=O)c(=O)oc2c1	-3	-11	-17	1	1	-0.2	-7	-2	-2	2
COCCC1CCCCN1C(=O)c1ccc2nc(Cc3ccccc3F)oc2c1 (stereo not drawn)	1	10	-2	-4	0	0.0	-6	2	-4	-1
Cn1c(=O)c2c(SCC(=O)NCc3ccco3)nc(-c3ccccc3Cl)nc2n(C)c1=O	1	-8	-4	-2	-7	0.0	-8	-2	-2	-4
COc1ccccc1NC(=O)c1c(Br)cnn1C	-5	6	9	3	-6	-0.3	5	-1	-4	3
CC(=O)c1ccc2noc(-c3ccc(Cl)cc3)c2c1	-1	-13	-2	-1	-3	-1.0	-12	-19	-4	4

Sorted by the number under ADAM17 inh (high to low): three from the list above.
SMILES | LEDGF integ inh | ASAP1 GAP inh | ARFGAP1 inhibitor | Tn6 DDE FP | TDP2 inh | proKLK7 act | ADAM10 inh | PLCg1 inh | ADAM17 inh | Tn7 DDE FP
Cc1cc(C)cc(NC(=O)CCCSc2nc3ccccc3[nH]2)c1 | -1 | -7 | 7 | -7 | -5 | -0.5 | 17 | 3 | 5 | 2
Cn1c(=O)c2c(SCC(=O)NCc3ccco3)nc(-c3ccccc3Cl)nc2n(C)c1=O | 1 | -8 | -4 | -2 | -7 | 0.0 | -8 | -2 | -2 | -4
COc1ccccc1NC(=O)c1c(Br)cnn1C | -5 | 6 | 9 | 3 | -6 | -0.3 | 5 | -1 | -4 | 3
